Assay outcomes: PubChem BioAssay, several laboratories
CRFR2-BP ag: CRF-BP/CRF-R2 complex agonism | HEK293 CRF-R2/CRF-BP, calcium dye fluorescence (FLIPR); percent of saturating CRF peptide response | activation, % at 13.2 µM | 350,000 tested, 0.46% active;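 active = activation of at least 50%, plus an integration ratio under a set limit after plate pattern correction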;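 note: plate controls were neutral control wells without compound for no effect and CRF at EC100 for full effect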
UBC9 SUMO inh: blocks human SUMOylation mediated by UBC9 | 290,000 tested, 0.36% active | HTRF SUMOylation assay, SAE1/SAE2 + UBC9, in vitro | inhibition, % at 35 µM; in the data active = inhibition above about 50%, passing the limit was not always enough; note: strong numbers were not always called active
Target sequence (P63279 whole entry, looked up): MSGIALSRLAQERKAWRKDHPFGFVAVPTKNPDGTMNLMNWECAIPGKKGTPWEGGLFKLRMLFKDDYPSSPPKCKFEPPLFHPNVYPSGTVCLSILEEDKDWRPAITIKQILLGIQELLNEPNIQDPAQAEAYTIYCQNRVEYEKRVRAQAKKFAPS
GalR3 antag: antagonists of human GalR3. HEK293 GalR3-CNG cAMP membrane potential fluorescence; galR3 body fused to GalR1 C-terminus. O60755. inhibition, % at 3 µM. 360,000 tested, 0.44% active;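 active = inhibition above the screen-wide average plus 3 SD, cut at about 13% in these data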;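 note: forskolin and galanin both at EC90 stimulate the cells; cAMP rise reported by CNG channel membrane potential dye signal; 0% = forskolin plus galanin with DMSO and 100% = forskolin alone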
Target sequence (O60755 1-299 limits assumed): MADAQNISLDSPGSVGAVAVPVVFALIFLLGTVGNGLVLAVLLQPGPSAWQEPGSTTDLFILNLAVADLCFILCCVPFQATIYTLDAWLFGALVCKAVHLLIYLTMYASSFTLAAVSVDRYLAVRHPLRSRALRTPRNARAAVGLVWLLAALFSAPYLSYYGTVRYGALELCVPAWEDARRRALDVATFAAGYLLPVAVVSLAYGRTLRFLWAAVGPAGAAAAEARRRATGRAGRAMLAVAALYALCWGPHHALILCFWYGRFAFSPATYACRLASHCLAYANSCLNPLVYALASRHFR
FID counter: fluorescent intercalator displacement, NS3 helicase counter-screen; DNA fluorescent intercalator displacement, fluorescence; inhibition, % at 7.9 µM; 290,000 tested, 0.17% active; in the data active = inhibition above about 37%;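 note: 0% = vehicle and 100% = reference compound; higher means more ethidium bromide displaced from hairpin DNA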
MEKK3 PB1 HTS: modulators (inhibitors or enhancers) of MEK5 binding to human MEKK3 PB1 domain. Q99759. bead-based flow cytometry, Alexa488-MEK5 binding to MEKK3; actives lie on both sides; 0 = blocked by unlabeled MEK5, 100 = vehicle. binding response (% of control), % at 10 µM. 290,000 tested, 1.4% active;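 active = binding response more than 3 SD above or below the average of its plate-row segment, actives on both sides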;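 note: Alexa488 bead fluorescence after subtracting the streptavidin-only scavenger bead signal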
Target sequence (Q99759 whole entry, looked up, the tested form may be a part): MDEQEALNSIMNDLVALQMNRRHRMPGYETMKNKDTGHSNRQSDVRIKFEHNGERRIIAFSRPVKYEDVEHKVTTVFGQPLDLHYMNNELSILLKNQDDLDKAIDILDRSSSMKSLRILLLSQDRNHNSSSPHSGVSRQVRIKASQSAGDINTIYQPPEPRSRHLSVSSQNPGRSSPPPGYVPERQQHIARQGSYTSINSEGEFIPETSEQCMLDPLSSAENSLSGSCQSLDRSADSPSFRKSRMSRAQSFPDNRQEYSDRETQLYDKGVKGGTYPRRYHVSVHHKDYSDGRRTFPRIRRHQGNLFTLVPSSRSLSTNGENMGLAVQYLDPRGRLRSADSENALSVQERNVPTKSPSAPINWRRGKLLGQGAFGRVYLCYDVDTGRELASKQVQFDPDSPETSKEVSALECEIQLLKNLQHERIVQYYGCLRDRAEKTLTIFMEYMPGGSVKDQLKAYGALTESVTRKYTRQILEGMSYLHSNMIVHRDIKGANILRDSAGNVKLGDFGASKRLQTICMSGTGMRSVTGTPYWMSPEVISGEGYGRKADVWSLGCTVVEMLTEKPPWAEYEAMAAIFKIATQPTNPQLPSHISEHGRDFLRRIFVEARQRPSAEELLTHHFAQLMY
CRFBP-R2 block: antagonists of CRF-binding protein/CRF-R2 receptor complex | HEK293 CRF-R2/CRF-BP, CRF-induced calcium fluorescence | inhibition, % at 11.8 µM | 350,000 tested, 0.59% active | AID 588475;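 active = inhibition of the ligand-induced calcium signal above about 50% at the single tested concentration, limit read from the data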
MEKK2 WT-MEK5: raises or lowers MEK5 binding to wildtype human MEKK2 PB1 domain | binding response (% of control), % at 10 µM | Q9Y2U5 | bead flow cytometry, Alexa488-MEK5 binding to MEKK2 WT; actives lie on both sides | 290,000 tested, 1.1% active; in the data active = binding response below about 67% or above about 130%
MEKK2 mut-MEK5: signal of MEK5 binding to mutant human MEKK2 PB1 domain. bead flow cytometry, Alexa488-MEK5 binding to MEKK2 mutant. percent response, % at 10 µM. 290,000 tested, 0.35% active; in the data active = percent response above about 24%, passing the limit was not always enough; note: inactives centre near 1; some results filed as inactive read as strong as hits
HCV NS3 hel inh: blocks Hepatitis C virus NS3 helicase unwinding. inhibition, % at 10.9 µM. AID 1800. 290,000 tested, 0.56% active. NS3 helicase DNA unwinding, Cy5 molecular beacon fluorescence;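 active = inhibition above the mean of all tested compounds plus 3 SD, set per campaign, cut at about 35% in these data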;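 note: 0% = DMSO wells and 100% = thioflavine S control wells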
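Control set: DMSO versus 110 µM thioflavine S; Material: NS3 helicase fragment of HCV; Measured by: Cy5 fluorescence at 0 and 60 min, beacon hairpin quenching; Read-out basis: percent inhibition from t60/t0 fluorescence ratio; Times: reaction time 60 min, 25 °C; Repeats: single replicate; Compound dosing: single dose, 10.9 µM nominal final, DMSO 0.8% final.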
* marks the source's active call; other numbers are inactive results; i = inactive; . = not tested or not shown; & = joins results of further samples; [ ] = remark or other dose.

Compound,MEKK3 PB1 HTS,MEKK2 mut-MEK5,CRFR2-BP ag,MEKK2 WT-MEK5,UBC9 SUMO inh,GalR3 antag,FID counter,CRFBP-R2 block,HCV NS3 hel inh
COc1ccc(N2C(=O)/C(=C\c3ccco3)N=C2SCC(=O)NC(C)C)cc1Cl,91.0,-5.0,-0.8,91.0,6.8,-4.7,-21.5,12.5,17.6
Cc1nc(NC(=O)CCN2C(=O)C3CC=CCC3C2=O)sc1C (stereo unspecified),104.0,2.0,0.7,105.0,-6.4,0.7,-14.8,-1.1,7.9
Cc1ccc(C)c(N2CCN(C(=O)CN(C)S(=O)(=O)c3ccc4c(c3)CCC(=O)N4)CC2)c1,105.0,8.0,-0.1,101.0,0.4,0.8,-39.8,3.6,-9.8
Cc1ccc(N2CC(C(=O)Nc3ccc(S(=O)(=O)N4CCCC4)cc3)CC2=O)cc1C (stereo unspecified),100.0,-3.0,0.4,90.0,-17.1,-8.1,-34.6,-0.8,-11.2
CCCCNC(=S)NNC(=O)CCn1cc(C)cn1,100.0,0.0,0.5,100.0,7.3,-2.1,-4.0,15.7,0.9
CC(=O)CC(c1ccccc1)c1c(O)c2ccccc2oc1=O (stereo unspecified),104.0&104.0,6.0&5.0,i,108.0&113.0,6.3&2.8,0.9&-1.0&-0.9,-1.8&-7.4,i,1.2&-2.9
CC(=O)Oc1cccc(N2C(=O)C3C4C=CC(C4)C3C2=O)c1 (stereo unspecified),98.0,-2.0,-1.7,97.0,15.7,-2.7,2.0,7.3,-4.8
CCOC(=O)N1CCC(=NNC(=O)Cn2ccc(C(F)(F)F)n2)CC1,112.0,-2.0,-0.6,110.0,-8.7,-0.9,-1.1,1.4,-7.0
CCC(=O)NC1=C(Cl)C(=O)C(NC(=O)CC)=C(Cl)C1=O,94.0,-1.0,-2.0,100.0,75.9*,-13.7,4.1,-2.2,11.2
Cc1nn(CC(=O)Nc2ccc3c(c2)oc2ccccc23)c(=O)c2ccccc12,.,.,1.9,.,25.8,-2.6,2.7,7.0,-3.0
FC(F)(F)c1ccc(NC(=S)NCc2ccccc2)cc1,97.0,-3.0,6.8,93.0,-6.4,-9.5,-2.2,15.2,-10.9
CCOCCCNC(=O)CN1CCN(Cc2ccc(Cl)cc2)C1=O,102.0,5.0,0.8,102.0,11.5,-11.7,-11.6,4.1,-3.3
Cc1cccc(N2CCN(CC(=O)NCc3ccccc3)CC2)c1C,100.0,8.0,-2.1,100.0,8.1,-9.8,-19.2,7.6,-10.1
COc1cc(OC)c(-c2nc3cnccc3n2C)cc1OC,97.0,1.0,-0.1,101.0,16.0,-8.2,-1.9,-2.8,-4.5
COc1ccc(CNc2nc3c(c(=O)n(Cc4ccc(Cl)cc4)c(=O)n3C)n2C)cc1,107.0,-1.0,14.2,108.0,-20.4,-0.1,0.1,1.8,7.9
COCCN(C(=O)C1CC1)c1nnc(-c2cccc(C)c2)s1,0.0*[inhibitor],-21.0,-1.1,0.0*[inhibitor],-5.1,1.2,-17.5,4.5,-0.3
COc1ccc(CNCCCC(=O)Nc2c(Cl)ccc(C)c2Cl)cc1OC,97.0,2.0,0.9,99.0,-1.0,-2.3,4.4,-5.8,7.2
CCc1nnc(NC(=O)c2cc(-c3ccccn3)nc3ccc(Br)cc23)s1,103.0,9.0,-0.1,104.0,12.7,-5.7,-22.5,-20.0,5.0
CCCC(=O)NCc1ccc2c(c1)cc(C)n2C,94.0,-10.0,0.8,87.0,-4.6,-3.1,-10.2,-5.2,7.9
O=c1c2ccccc2ncn1CCCSc1ccc(Cl)cc1,96.0,3.0,-1.5,96.0,1.7,0.4,-12.4,-28.8,7.0
CC(C)=CCN1CCN(CCC2=C(C)CCCC2(C)C)CC1CCO (stereo unspecified),105.0,7.0,2.6,115.0,1.7,-8.0,13.4,-20.9,-9.2
C=CCN(CC=C)C(=O)C1CC(=O)N(c2ccc(Br)cc2)C1 (stereo unspecified),119.0,7.0,1.0,121.0,3.7,1.4,-9.2,-12.6,2.5
C=CCNC(=O)NC(=O)COC(=O)[C@H](C)NS(=O)(=O)c1c(C)c(C)cc(C)c1C,106.0,7.0,-0.9,109.0,-6.5,10.6,-33.4,-2.3,3.4
O=C(Nc1ccccc1C(=O)N/N=C/c1ccco1)c1ccc(Cl)cc1,97.0,2.0,-1.0,105.0,-8.4,-2.5,1.5,-15.2,7.8
CCSc1nnc(NC(=O)CSc2nnc(C)c(=O)n2N)s1,79.0,-19.0,1.0,74.0,-4.2,-3.5,-0.8,-9.7,-4.5
Cc1ccc(N(Cc2cc3ccc(C)cc3[nH]c2=O)C(=O)c2cccs2)cc1,105.0,6.0,-3.1,109.0,-12.9,.,-1.2,-1.2,-8.6
O=[N+]([O-])c1cccc(/C=N/Nc2nc(NCc3ccccc3)nc(N3CCOCC3)n2)c1,105.0,-1.0,-0.7,104.0,-8.7,-1.3,-18.4,22.0,-10.8
CCS(=O)(=O)C(=C1Nc2ccccc2N1)S(=O)(=O)CC,115.0,-2.0,3.7,109.0,-25.2,-1.0,-3.4,-32.6,-1.9
O=C(N1CCOCC1)C(F)(F)C(F)(F)C(F)(F)C(F)(F)C(=O)N1CCOCC1,99.0,-4.0,1.5,96.0,6.9,-3.1,-1.8,13.7,8.4
Cc1[nH]c2ccccc2c1C(Nc1nccs1)c1ccncc1 (stereo unspecified),138.0*,0.0,2.7,105.0,-2.1,3.8,-3.1,-3.3,-11.2
O=C1CC(C(=O)N2CCOCC2)C2(CCCC2)O1 (stereo unspecified),112.0,6.0,-1.3,113.0,-5.2,0.9,1.6,-9.4,4.1
Cc1cccc(Sc2nc(-c3ccccc3)ncc2C(=O)O)c1,105.0,-5.0,-2.4,100.0,25.4,-6.4,-27.8,-1.2,-13.9
CCc1ccccc1NCC(=O)Nc1ccccc1C(=O)OC,98.0,8.0,1.4,105.0,-8.8,-6.4,-15.2,-4.9,21.4
c1ccc(-c2nccc(-c3ccc(-n4cnc5ccccc54)cc3)n2)nc1,100.0,-1.0,6.0,103.0,10.0,2.6,-24.6,-22.5,-5.0
COC(=O)C1=C(C)NC=C([N+](=O)[O-])C1c1ccc(OC)cc1 (stereo unspecified),102.0,-2.0,0.4,101.0,12.2,-6.8,1.6,-12.7,-1.8
COC(=O)c1ccccc1NS(=O)(=O)c1ccc2c(c1)oc(=O)n2C,97.0,3.0,-0.5,101.0,1.4,-10.0,-6.3,28.4,-2.6
C=CCN1C(=O)C(CC(=O)NCC)SC1=Nc1ccccc1OC (stereo unspecified),106.0,8.0,-0.9,107.0,-11.2,-6.1,-3.1,-0.7,13.9
COc1ccc(NC(=O)CSc2nc3ccccc3nc2N2CCCCC2)cc1,101.0,-2.0,1.6,98.0,-26.4,.,-34.5,10.3,-29.5
COC(=O)Cc1cnc(NC(=O)CSc2nc(C(C)C)cc(=O)[nH]2)s1,102.0,2.0,-0.2,103.0,3.3,-5.5,-9.8,-6.3,-12.9
O=C(CCN1C(=O)C2C3C=CC(C3)C2C1=O)NCCc1ccccc1 (stereo unspecified),103.0,6.0,0.3,104.0,5.3,-3.2,-2.2,-0.1,-3.0

Full records, looked up by structure. Order of screens: MEKK3 PB1 HTS	MEKK2 mut-MEK5	CRFR2-BP ag	MEKK2 WT-MEK5	UBC9 SUMO inh	GalR3 antag	FID counter	CRFBP-R2 block	HCV NS3 hel inh
COC(=O)Cc1cnc(NC(=O)CSc2nc(C(C)C)cc(=O)[nH]2)s1 across the screens: 102.0	2.0	-0.2	103.0	3.3	-5.5	-9.8	-6.3	-12.9
COC(=O)C1=C(C)NC=C([N+](=O)[O-])C1c1ccc(OC)cc1 (stereo unspecified) across the screens: 102.0	-2.0	0.4	101.0	12.2	-6.8	1.6	-12.7	-1.8
O=C(CCN1C(=O)C2C3C=CC(C3)C2C1=O)NCCc1ccccc1 (stereo unspecified) across the screens: 103.0	6.0	0.3	104.0	5.3	-3.2	-2.2	-0.1	-3.0
CC(C)=CCN1CCN(CCC2=C(C)CCCC2(C)C)CC1CCO (stereo unspecified) across the screens: 105.0	7.0	2.6	115.0	1.7	-8.0	13.4	-20.9	-9.2
CCS(=O)(=O)C(=C1Nc2ccccc2N1)S(=O)(=O)CC across the screens: 115.0	-2.0	3.7	109.0	-25.2	-1.0	-3.4	-32.6	-1.9

(listing goes on)
Compound,MEKK3 PB1 HTS,MEKK2 mut-MEK5,CRFR2-BP ag,MEKK2 WT-MEK5,UBC9 SUMO inh,GalR3 antag,FID counter,CRFBP-R2 block,HCV NS3 hel inh
COc1cc(-c2noc(C)c2/C=C/c2ccc(C(=O)O)cc2)cc(OC)c1OC,101.0,-1.0,-0.9,95.0,-2.1,-2.3,-36.4,-0.9,23.2
CCOC(=O)C1=C(C)NC(=O)NC1c1ccccc1Cl (stereo unspecified),100.0,-3.0,-2.2,97.0,1.5,-1.6,-6.0,-2.6,1.1
CNC(=O)c1ccccc1NC(=O)c1ccc(C)c(S(=O)(=O)N2CCCCC2)c1,101.0,2.0,-0.8,104.0,8.3,-1.3,-5.0,-14.9,5.3
Nc1nnc(SCCOc2cccc(Br)c2)s1,110.0,8.0,-0.8,111.0,5.3,-5.1,-7.1,13.2,1.9
CC(CC(=O)Nc1nc2ccccc2[nH]1)n1ccnc1 (stereo unspecified),56.0,-14.0,0.4,68.0,-11.2,-1.2,0.5,-4.5,9.7
Cc1cnc(=O)[nH]c1SCc1ccccc1F,91.0,-7.0,1.9,93.0,7.1,-6.0,-13.6,-9.6,4.9
O=C(O)C1CCCCC1C(=O)Nc1ccc(OCc2ccccc2)cc1 (stereo unspecified),107.0,4.0,-0.2,106.0,4.5,-5.9,-35.1,-1.4,5.9
COC(=O)c1cc(=O)nc2sc3ccccc3n12,101.0,2.0,1.4,107.0,-5.6,6.9,0.9,-13.3,-2.1
CN(C)c1ccc(-c2n(C)c3ccccc3[n+]2C)cc1,105.0,2.0,-0.7,102.0,-7.3,-1.7,0.2,-2.5,0.8
Clc1ccc(C2=Nn3c(nnc3-c3cccnc3)SC2)s1,111.0,2.0,-0.5,104.0,-17.7,0.4,-1.1,2.6,9.9
COc1cc2c3c(c1)C1(C(=O)N3C(C)(C)C=C2C)C(C#N)=C(N)Oc2cc(C)oc(=O)c21 (stereo unspecified),92.0,-7.0,1.8,94.0,14.5,0.1,-27.6,-0.8,-2.9
CC1CN(C(=O)c2ccccc2)C(=Nc2cccc(S(=O)(=O)N(C)C)c2)S1 (stereo unspecified),96.0,2.0,1.1,99.0,-12.1,-5.1,-5.4,-0.7,-17.8
O=C1CCC/C1=C\c1ccccc1,101.0,-1.0,-0.7,96.0,7.7,-0.1,10.9,-0.6,6.9
COc1ccc(C(=O)NC2CCCN(Cc3ccccc3F)C2)c(OC)c1OC (stereo unspecified),107.0,9.0,-0.4,107.0,6.4,15.5*,-23.1,5.5,-0.1
CS(=O)(=O)N(CC(=O)N1CCc2ccccc2C1)c1ccccc1Br,107.0,5.0,0.3,103.0,4.6,2.2,-17.2,9.5,8.8
COC(=O)c1cc(S(=O)(=O)N2CCN(c3ccc(C(C)=O)cc3)CC2)cn1C,100.0,-3.0,-1.3,102.0,.,-7.3,-47.8,3.0,-2.0

Only part of the results is shown (hit frequency here may not be typical).
